GLP-1R inv ag = qHTS of GLP-1 Receptor Inverse Agonists (Inhibition Mode); Glucagon-like peptide 1 receptor (Homo sapiens), P43220; HEK293 GLP-1R CRE-luciferase, luminescence, 24 h; GLP-1R form is constitutively active; Potency, µM (series often up to 38.3 µM), inactives show top-dose activity change, negative = inhibition, hits mostly inhibitors; 410,000 compounds, 1.6% hits; AID 624417, 2012; further: potency means the concentration at half of the fitted maximal effect; on the % scale 0 is the no-effect control and ±100 the full control effect; nearly all actives have a fitted effect of over 55% in size
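Constitutively active GLP-1R drives a cAMP-responsive luciferase in stably transfected HEK293 cells; test compounds are added after overnight (12 h) attachment and left 24 hr, and signal loss in luminescence marks inhibition.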
PTHR1 agonist = qHTS for PTHR1 Agonists: Primary Screen | Potency, µM (series often up to 115 µM), for inactives: top-dose activation, actives largely listed as activators | HEK293 GP2 PTHR1 cells, GloSensor cAMP luminescence, 1 h | 410,000 compounds, 0.075% hits | AID 743266, 2014 | Parathyroid hormone/parathyroid hormone-related peptide receptor (Homo sapiens), Q03431; further: potency means the concentration at half of the fitted maximal effect; nearly all actives have a fitted effect of over 55% in size; some results filed as inactive show a strong effect at the top dose; inactives centre near -15; many of its hits are not listed in these tables
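HEK-293-derived GP2 cells expressing PTHR1 and a GloSensor cAMP reporter, 3,000/well, plated overnight, given luciferin plus IBMX (each 0.5 mM as added) for 1 h at 37 °C, then compound for 1 h at 37 °C. Luminescence was read after 15 min at room temperature.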
EPAC1 antagonist = qHTS for Antagonist of cAMP-regulated guanine nucleotide exchange factor 3 (EPAC1): primary screen. Rap guanine nucleotide exchange factor 3 (Homo sapiens), O95398. EPAC1 GEF assay, Rap1b-BODIPY-GDP exchange fluorescence. Potency, µM (series often up to 115 µM), for inactives: at the highest dose activity change, negative = inhibition, usual class: inhibitors. 360,000 compounds, 0.14% hits;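 further: potency means the concentration at half of the fitted maximal effect; plate controls were vehicle for no effect and positive control for full effect; nearly all actives have a fitted effect of over 50% in size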
IL-2 act = qHTS of IL-2 Activators; activation, % (series mostly up to about 46 µM); IL-2 activation reporter assay, cell-based qHTS; stimulated with anti-CD3/CD4/CD28 beads; in transgenic mouse T cells; AID 652025, 2013; 360,000 compounds, 0.065% hits; in the data active means activation above about 50%; inconclusive means mostly about 30% to 49%; further: 0% is about no effect
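Using fluorescent plate cytometry, EGFP and DsRed are detected in transgenic mouse T cells stimulated 18 h at 37 degrees C with antibody-coated beads after 60 min compound pretreatment.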
PLK1 PBD inh = qHTS for Inhibitors of PLK1-PDB (polo-like kinase 1 - polo-box domain): Primary Screen; Plk1 PBD binding of FITC phosphopeptide, fluorescence polarization; Potency, µM, without a hit: max response, negative = inhibition, actives largely listed as inhibitors; 360,000 compounds, 2.8% hits; further: potency means the concentration at half of the fitted maximal effect; series mostly up to about 57 µM; on the % scale 0 is the no-effect control and ±100 the full control effect; nearly all actives have a fitted effect of over 65% in size
Target sequence (P53350 whole entry, looked up, the tested form may be a part): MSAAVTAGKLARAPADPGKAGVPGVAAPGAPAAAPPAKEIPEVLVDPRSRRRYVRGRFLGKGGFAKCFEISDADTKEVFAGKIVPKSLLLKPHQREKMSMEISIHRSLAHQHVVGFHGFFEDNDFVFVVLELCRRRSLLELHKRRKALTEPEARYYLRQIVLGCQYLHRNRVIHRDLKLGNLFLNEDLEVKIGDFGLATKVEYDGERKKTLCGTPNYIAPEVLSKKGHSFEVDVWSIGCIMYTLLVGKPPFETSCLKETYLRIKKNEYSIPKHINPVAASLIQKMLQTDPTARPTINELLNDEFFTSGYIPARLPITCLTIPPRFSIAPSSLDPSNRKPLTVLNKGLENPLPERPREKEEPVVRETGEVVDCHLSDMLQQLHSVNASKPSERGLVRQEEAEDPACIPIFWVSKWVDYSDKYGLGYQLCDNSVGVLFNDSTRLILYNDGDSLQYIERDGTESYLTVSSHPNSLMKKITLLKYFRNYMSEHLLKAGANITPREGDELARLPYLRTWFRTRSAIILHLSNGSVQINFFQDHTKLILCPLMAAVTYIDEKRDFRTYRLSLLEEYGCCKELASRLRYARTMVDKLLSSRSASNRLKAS
EPAC1 agonist = qHTS for Agonist of cAMP-regulated guanine nucleotide exchange factor 3 (EPAC1): primary screen; EPAC1 agonist qHTS, biochemical assay; response scale: 100% = response to 6.5 mM cAMP; Potency, µM (series often up to 154 µM), without a hit: at the top dose activation, actives largely listed as activators; Rap guanine nucleotide exchange factor 3 (Homo sapiens), O95398; 360,000 compounds, 0.073% hits; further: potency means the concentration at half of the fitted maximal effect; nearly all actives have a fitted effect of over 60% in size
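Multi-concentration qHTS readout: loss of Rap1B-bound BODIPY-GDP fluorescence driven by 100 nM EPAC1 with excess GDP (50 uM), monitored kinetically at room temperature; agonist response expressed relative to 6.5 mM cAMP.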
HEK293 tox = qHTS of GLP-1 Receptor Inverse Agonists: Cytotox Screen | HEK293 cAMP-luciferase reporter cells, luminescence, 24 h | 410,000 compounds, 0.13% hits | Potency, µM (doses to about 38.3 µM), inactives show at the highest dose activity change, negative = inhibition, hits mostly inhibitors | AID 624418, 2012;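 further: loss of luciferase light is scored as toxicity; potency means the concentration at half of the fitted maximal effect; on the % scale 0 is the no-effect control and ±100 the full control effect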
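Seeding density was 200 cells/uL; after overnight-length (12 h) culture, 23 nL compounds went on for 24 h at 37 °C. Readout used a luciferase detection reagent, luminescence taken after 12 min at room temperature.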
GLP-1R agonist = qHTS of GLP-1 Receptor Agonists. Glucagon-like peptide 1 receptor (Homo sapiens), P43220. 380,000 compounds, 0.007% hits. HEK293 GLP-1R CRE-luciferase, luminescence, 4-6 h; cells express a hypersensitive GLP-1R form. Potency, µM (series often up to 45.6 µM), for inactives: at the highest dose activation, usual class: activators; further: potency means the concentration at half of the fitted maximal effect; % of control where 0% means no effect
PI5P4K alpha inh = qHTS for Inhibitors of phosphatidylinositol 5-phosphate 4-kinase (PI5P4K); PI5P4Kalpha enzyme, ADP-Glo luminescence, 60 min; hits give low values; 330,000 compounds, 1.2% hits; max response, %; active means max response of -50% or lower; inconclusive means between -30% and -50%; inactive means -30% or higher; further: value at the top dose of about 77 µM; on the % scale 0 is the no-effect control and ±100 the full control effect
Target sequence (P48426 whole entry, looked up): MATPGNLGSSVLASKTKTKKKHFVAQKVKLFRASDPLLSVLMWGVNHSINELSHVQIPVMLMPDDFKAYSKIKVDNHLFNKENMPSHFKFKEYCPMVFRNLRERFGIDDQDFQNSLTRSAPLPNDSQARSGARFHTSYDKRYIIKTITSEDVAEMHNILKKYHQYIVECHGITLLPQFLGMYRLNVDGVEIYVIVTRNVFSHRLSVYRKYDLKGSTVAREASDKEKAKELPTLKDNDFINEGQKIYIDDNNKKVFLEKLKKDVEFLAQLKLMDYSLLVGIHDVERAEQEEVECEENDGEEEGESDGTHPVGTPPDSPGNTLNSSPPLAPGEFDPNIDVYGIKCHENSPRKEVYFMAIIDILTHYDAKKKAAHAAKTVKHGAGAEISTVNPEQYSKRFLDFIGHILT
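Quantitative HTS of the MLSMR library against PI5P4Kalpha with substrate. ATP added last at 5 microM final; room temperature, 60 minutes. Remaining ATP depleted, ADP converted and read as luminescence.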
An asterisk follows results filed as active; i = inactive; u = inconclusive; x = no result given; [ ] = another dose, or the depositor's remark. Unless noted, the call rests on the fitted dose curve; in most records, active means well fitted curve in the direction sought with a large enough effect; inconclusive means small, poorly fitted or top-dose-only effect, or another doubt; inactive means no such curve, though single readings can be large; an effect the other way counts as inactive or inconclusive. This is a subset; count on the stated rates, not on these rows.

SMILES	GLP-1R inv ag	PTHR1 agonist	EPAC1 antagonist	IL-2 act	PLK1 PBD inh	EPAC1 agonist	HEK293 tox	GLP-1R agonist	PI5P4K alpha inh
O=C1Nc2ccccc2N=C(c2ccc3c(c2)OCO3)C1N(C(=O)c1ccc2ccccc2c1)C1CC1 (stereo not given)	u	-5%	-3%	-0.4	3%	-1%	-9%	0%	-1
Cc1nonc1C(=O)N1CCCC(N2CCN(c3ccc(F)cc3)CC2)C1 (stereo not given)	-7%	0%	3%	1.2	-2%	9%	0%	1%	-2
NC(=O)c1c(NC(=O)c2ccc(F)cc2Cl)sc2c1CCC2	21%	-58%[inhibitor]	18%	0.3	-3%	-8%	-8%	7%	6
CC1C=CCC2C(=O)N(c3ccc(OC(=O)c4ccco4)cc3)C(=O)C12 (stereo not given)	-13%	i	-9%	-2.1	3%	-7%	20%	4%	-1
O=C(NCCCn1ccnc1)c1ccncc1	14%	u	2%	-3.0	-8%	4%	1%	11%	x
CC(C)(C)c1ccc(/C=N/NC(=O)c2ccccn2)cc1	u	-35%[inhibitor]	-20%	-6.6	-4%	-9%	12%	-1%	-2
C#CCOCCOCCOCCNc1nc(N2CCN(C(=O)[C@H](CCC(=O)O)n3cc(C(N)CO)nn3)CC2)nc(N2CCN(C(=O)[C@H](Cc3cc4ccccc4[nH]3)n3cc(C(N)[C@H](C)CC)nn3)CC2)n1 (stereo not given in full)	21%	i	14%	-0.5	-4%	-5%	2%	-3%	-3
Cc1ccnc(NC(=O)CCC(=O)N(CC(=O)NCCc2ccccc2)c2ccc(F)cc2)c1	2%	-49%[inhibitor]	-1%	0.5	-2%	14%	-7%	14%	1
Cc1sc(NC(=O)CCCCC(=O)Nc2sc(C)c(C)c2C(=O)O)c(C(=O)O)c1C	6%	-8%	14%	1.5	-19%	12%	6%	5%	-12
COc1ccc(C(c2nnnn2Cc2ccc(F)cc2)N2CCN(c3ccc(OC)cc3)CC2)cc1 (stereo not given)	u	i	-10%	2.6	-1%	-5%	-10%	-9%	-1
CC(=O)c1cc2c(cc1NC(=O)CSc1nnc(C)s1)OCO2	35%[activator]	i	7%	-0.3	1%	-8%	-1%	11%	7
CN(C)C(CNC(=O)c1cccc(C#N)c1)c1ccco1 (stereo not given)	-29%	i	5%	-3.1	2%	7%	0%	2%	1
O=C(CCC1CCCN(Cc2ccc(O)c(Cl)c2)C1)NCc1ccccc1F (stereo not given)	-13%	i	6%	-0.6	-3%	-8%	-16%	3%	-2
CCCCNC(=O)C[C@@H]1C[C@@]2(C(=O)OCC)CCCC=C2N(Cc2ccc3c(c2)OCO3)C1=O	4%	-23%	-3%	-0.8	2%	2%	4%	3%	2
COc1ccccc1-c1nnc(SCC(=O)NNC(=O)c2ccccc2F)n1C	2%	-33%[inhibitor]	9%	0.6	0%	17%	3%	-5%	-3
CC(C)(C)C(=O)C1=C(O)C(=O)N(c2ccccc2)C1c1ccccc1 (stereo not given)	-20%	-33%	-3%	3.3	5%	4%	1%	-2%	-2
O=C(NCC1CCCN(C2Cc3ccccc3C2)C1)c1cccs1 (stereo not given)	9%	i	17%	-3.5	-1%	16%	-24%	16%	-1
O=[N+]([O-])c1cc(S(=O)(=O)c2ccc(N3CCCCC3)c([N+](=O)[O-])c2)ccc1N1CCCCC1	15%	-69%[inhibitor]	-6%	-2.9	2%	-7%	-9%	1%	15
Cc1oc(-c2ccccc2F)nc1CSCC(=O)NC1CCCC1	u	-38%[inhibitor]	-14%	-3.2	-7%	-11%	-11%	-3%	-2
O=C(NC1CCCC1)c1ccc(CN2CCOCC2)cc1	12%	-13%[57.5 µM]	7%	1.8	-12%	4%	3%	-9%	2
CCC(NC(=O)c1cc(COc2ccc(F)cc2Cl)on1)c1ccncc1 (stereo not given)	u	-83%[inhibitor]	-20%	-1.1	-14%	-7%	3%	-4%	-5
COc1cccc(CN(C)C(=O)COc2ccc(C(=O)c3ccc(Cl)cc3)cc2)c1OC	u	-9%	20%	-0.6	1%	15%	-4%	7%	u
Cc1nnc(SCC(=O)NC2CCS(=O)(=O)C2)n1Cc1ccccc1 (stereo not given)	-6%	i	10%	0.1	-11%	-3%	-4%	0%	2
CCCCn1c(SCC(=O)NC2CC2)nnc1-c1ccncc1	10%	i	2%	-0.2	7%	1%	18%	1%	-3
COc1cc(/C=N/NC(=O)c2cc(O)cc(O)c2)ccc1OC(=O)c1ccccc1	u	i	u	-0.6	u	17%	10%	-29%	-92*

Profiles from above.
Cc1nonc1C(=O)N1CCCC(N2CCN(c3ccc(F)cc3)CC2)C1 (stereo not given) in the list: GLP-1R inv ag: -7%; PTHR1 agonist: 0%; EPAC1 antagonist: 3%; IL-2 act: 1.2; PLK1 PBD inh: -2%; EPAC1 agonist: 9%; HEK293 tox: 0%; GLP-1R agonist: 1%; PI5P4K alpha inh: -2
Cc1ccnc(NC(=O)CCC(=O)N(CC(=O)NCCc2ccccc2)c2ccc(F)cc2)c1 in the list: GLP-1R inv ag: 2%; PTHR1 agonist: -49%[inhibitor]; EPAC1 antagonist: -1%; IL-2 act: 0.5; PLK1 PBD inh: -2%; EPAC1 agonist: 14%; HEK293 tox: -7%; GLP-1R agonist: 14%; PI5P4K alpha inh: 1

Continuation:
SMILES	GLP-1R inv ag	PTHR1 agonist	EPAC1 antagonist	IL-2 act	PLK1 PBD inh	EPAC1 agonist	HEK293 tox	GLP-1R agonist	PI5P4K alpha inh
CC(=O)c1cccc([N+](=O)[O-])c1	11%	-2%	2%	-0.4	-8%	-3%	1%	-4%	6
CCOC(=O)NC(NC(=O)OCC)C(=O)c1ccccc1	6%	-14%[57.5 µM]	0%	-2.7	-1%	5%	4%	1%	x
O=C(Nc1ccc(Br)cc1)C1Cc2ccccc2O/C1=N\O (stereo not given)	0%	-10%	1%	-1.1	-7%	14%	-3%	4%	5
O=C(NCc1ccccc1Cl)c1ccc(S(=O)(=O)Nc2cccc(C(F)(F)F)c2)cc1	u	0%	-19%	-0.5	-3%	13%	-1%	1%	-6
COc1cccc(NC(=O)CN2C(=O)NC(C)(CC(C)C)C2=O)c1 (stereo not given)	8%[7.66 µM]	-3%	-4%	1.2	2%	8%	1%[7.66 µM]	0%	-2
O=C(NCCCN1CCOCC1)c1ccc2nc(Cc3ccccc3F)oc2c1	-6%	-2%	-3%	-0.9	3%	1%	-2%	1%	0
O=C(CN1C(=O)S/C(=C\c2cccc(Cl)c2)C1=O)NCCCn1ccnc1	-23%	-14%	-19%	-0.8	-24%	2%	3%	5%	10
O=C1CCC(C(=O)N2CCCCO2)CN1Cc1cccc(F)c1 (stereo not given)	12%	-1%	7%	-1.2	-16%	10%	-14%	-6%	6
CCCCCCCCCC(=O)N/N=C/c1ccc(C)s1	13%	-5%	u	-1.2	0%	0%	3%	-9%	x
COc1cc(O)c(C(CCN2CCCC2)c2cc(OC)c(OC)c(OC)c2)c(OC)c1 (stereo not given)	18%	i	-7%	0.1	0%	8%	-3%	-8%	11
COc1ccc(-c2noc(CCCC(=O)NC3CCCCC3)n2)cc1	u	-20%	14%	0.2	5%	-4%	0%	10%	-2
COc1ccc(NC(=O)c2ccc(CN3CCc4ccccc4C3)cc2)cc1OC	-25%	-33%	3%	0.2	6%	10%	-25%	10%	-3
Fc1cc(F)c(C2SCCN2C(=S)Nc2cccc(C(F)(F)F)c2)c(F)c1 (stereo not given)	u	-29%	-17%	0.5	-26%	3%	u	8%	23
COc1cccc(CNC(=O)CN2C(=O)c3ccccc3S2(=O)=O)c1	8%	-25%	3%	1.3	1%	-9%	6%	16%	21
Cc1nn(Cc2ccccc2)c(Cl)c1C(=O)NCc1ccc(C)n1C	-6%	-2%[57.5 µM]	1%	-0.3	-3%	0%	6%	0%	-10
CN(C)/C=N/C(=S)Nc1ccc(F)cc1	11%	-4%[57.5 µM]	13%	2.2	-5%	-2%	-14%	0%	8
O=C1C2CCCCN2C(=O)N1CCCCN1CCN(c2ccccc2Oc2ccccc2)CC1 (stereo not given)	u	-9%	-4%	-0.1	-1%	-5%	-14%	-5%	6
Cc1ccc(NC(=S)NC(=O)c2ccc(-c3ccccc3)cc2)c(C)c1	u	-20%	-16%	-0.2	-4%	12%	13%	-29%	2
CCO[C@H]1OC(C(=O)N2CCN(Cc3ccccc3)CC2)=C[C@@H](c2coc3ccccc3c2=O)[C@@H]1CCCO	-7%	-6%	-3%	-0.6	-4%	4%	5%	-5%	0
COc1cccc(-c2nc(CS(=O)(=O)CC(=O)N3CCN(c4ccccn4)CC3)c(C)o2)c1	-25%	-87%[inhibitor]	-1%	-3.5	-12%	-8%	-16%	5%	5
Cc1cc(Cl)c2cc3ccccc3cc2n1	1%	i	3%	0.0	2%	1%	15%	8%	0
O=S(=O)(c1ccc2ccccc2c1)N1CCCOC1	4%	i	-2%	-0.8	-3%	-5%	-4%	-6%	0
Cc1ccc(N2C(=O)CN=C2Nc2nc(C)cc(C)n2)cc1	7%	i	10%	0.4	-8%	11%	4%	14%	0
Cc1ccc2[nH]c(C(=O)NCCN3CCCC3)cc2c1	u	4%	-9%	-2.4	-6%	4%	29%	-1%	3
CSCCNC(=O)c1ccc2nc(Cc3ccccc3F)oc2c1	u	-13%	-5%	-0.8	-7%	0%	-16%	11%	5
CCOc1ccccc1N1CCN(C(=O)CNC(=O)c2sc3ccccc3c2Cl)CC1	u	-35%[inhibitor]	10%	-0.3	1%	5%	-23%	2%	3

Bioassay records (PubChem)
